FN deposition inh: fibronectin deposition inhibition; AH1F fibroblasts, Alexa488-fibronectin deposition fluorescence, overnight; inhibition, % at 12.6 µM; 350,000 tested, 0.086% active;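 active = mean inhibition across replicates of 30% or more, regardless of how many single replicates reach that level; inconclusive = mean under 30% yet at least half of replicates reach 30%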;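 also: positive control wells lacked labelled fibronectin entirely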
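Schedule: 1 h cell adhesion before compound, then overnight fibronectin incubation; test system: AH1F fibroblast monolayer depositing Alexa488-labelled fibronectin into matrix; quantity: 10000 AH1F cells per well; probe or stimulus: fluorescent fibronectin at 24 nM final; signal: fluorescence, ex 485 nm, em 525 nm; evaluation: percent inhibition as loss of matrix-bound fibronectin fluorescence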
DENV2 CPE rescue: DENV2-induced cell death inhibition | AID 651640 | 350,000 tested, 1.7% active | CPE inhibition, % at 9.99 µM | DENV2-infected cells, cytopathic effect rescue, plate reader; in the data active = CPE inhibition above about 20%, passing the limit was not always enough; inconclusive = no clear call, values can overlap the other calls; tested in BHK-21 cells;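 also: 0% = median of neutral control wells and 100% = median of positive control wells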
F508del corr: CFTR F508del correction in bronchial cells; CFBE cells, YFP halide quenching; stimulated with forskolin plus potentiator P3; % fluorescence drop versus neutral controls; activity (quench increase), % at 7.58 µM; 350,000 tested, 0.36% active;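 active = mean added fluorescence quench of at least 8% versus neutral control, with both replicates also reaching 8%; inconclusive = only one of the mean or replicate conditions met; inactive = mean below 8% and not both replicates reaching 8%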;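 also: cells transiently co-express mutant CFTR-F508del with the halide-sensitive YFP; corrector assay measuring rescue of mutant channel to the surface after 24 h compound exposure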
EWS-Fli inh: inhibitors of EWS/Fli oncoprotein transcriptional activity. A673 NR0B1-luciferase reporter, viability-normalised. inhibition, % at 12.6 µM. 350,000 tested, 0.67% active. AID 651661;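 active = mean inhibition of at least 50% after viability correction, with every replicate also passing that limit; inconclusive = mean reaches 50% but only one of two replicates passes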;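 also: firefly luciferase signal divided by Alamar Blue viability fluorescence both relative to DMSO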
miR122 inh: blocks miR-122 activity in Huh7 sensor cells. Huh7 miR-122 Renilla luciferase sensor, 48 h; neutral wells = 0, positive control = 100. activation (reporter increase), % at 12.5 µM. 340,000 tested, 0.3% active. AID 602342;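 active = mean replicate activation score at least 90 and every replicate individually at or above 90; inconclusive = only one of the two criteria met; inactive = neither criterion met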;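 also: higher luciferase means less miR-122 activity so hits act as miR-122 inhibitors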
PAX8 inh HTS: inhibitors of PAX8 transcriptional activity in RMG-I cells. 360,000 tested, 1.2% active. inhibition, % at 12.6 µM. RMG-I TPO-luciferase reporter, SteadyGlo, 24 h. AID 652154;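 active = mean replicate inhibition at least 60% with every replicate also reaching 60%; inconclusive = only one of the two criteria is met; inactive = mean below 60% and not all replicates reaching 60%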;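 also: luciferase light reporting Pax8 driven TPO promoter activity; plate controls were median of neutral control wells for no effect and mitoxantrone controls for full effect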
INS-1E GSIS act: GLuc luminescence reporter in INS-1E cells, primary screen for activators of glucose-dependent secretion of insulin; activation, % at 16.6 µM; INS-1E GLuc reporter insulin secretion, 2-3 h; AID 743287; 370,000 tested, 0.61% active;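 active = lowest replicate activation of at least 40%, so every replicate reaches that level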;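 also: 0% = median of neutral control wells and 100% = median of IBMX positive control wells; some compounds called inactive have numbers as strong as hits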
* marks the source's active call; other numbers are inactive results; u = inconclusive; x = no result given; & = joins results of further samples; [ ] = dose if it differs, or a comment.

SMILES	FN deposition inh	DENV2 CPE rescue	F508del corr	EWS-Fli inh	miR122 inh	PAX8 inh HTS	INS-1E GSIS act
CC(/C=N/n1c(-c2cccnc2)n[nH]c1=S)=C\c1ccccc1	0.7	x	x	x	10.9	11.0	x
O=C(NC(=S)NCc1nc2ccccc2[nH]1)c1ccc(F)cc1	0.6	6.5	-0.1	-81.3	x	0.2	0.1
CC(C)=CCc1c(O)ccc2c1OC(c1ccc(O)c(O)c1)CC2=O (stereo not drawn)	x	-14.5	-3.5	46.1	-2.6	x	-1.8
COc1ccc(S(=O)(=O)Nc2cc(C(=O)NCCCN3CCOCC3)ccc2N2CCOCC2)cc1	14.4	5.8	-2.0	-3.6	x	-10.2	-4.1
Cc1ccc(S(=O)(=O)NCC(=O)OCC(=O)N(C)C2CCS(=O)(=O)C2)cc1 (stereo not drawn)	1.0	-4.3	-2.5	-1.4	x	0.8	17.6
O=C(C[C@@H]1CC[C@H](NS(=O)(=O)c2ccccc2)[C@H](CO)O1)NCc1ccc(Cl)c(Cl)c1	-3.9	0.5	-0.7	-1.0	x	10.3	-5.7
Cc1cccc(/C=N\Nc2nnc(-c3ccccc3)c(=O)[nH]2)c1	-2.6	x	x	x	x	-17.0	-1.7
COc1cc([N+](=O)[O-])ccc1NC(=O)CCCOc1cc(C)ccc1C	-2.6	2.6	x	-4.5	x	8.3	-11.7
COc1ccc(OC)c(C2=NS(=O)(=O)N(C)C(C(=O)Nc3cccc(C(C)=O)c3)=C2)c1	1.1	12.3	-1.7	2.7	6.1	21.6	-8.7
C/C(=N\NC(=O)c1ccccc1C)c1cccnc1	-0.6	2.2	1.5	-21.8	2.2	-7.5	-3.6
CCN(CC)CC(=O)NC1CC(C)(C)Cc2c1cnn2-c1ccc(F)cc1 (stereo not drawn)	-5.1	-3.7	-4.4	-6.5	-4.2	2.8	-6.7
COc1cc(CC(=O)NC(c2ccccc2)c2ccccc2)cc(OC)c1OC	-5.3	-2.0	-1.0	1.1	1.4	4.9	3.6
CCOC(=O)Cc1csc(NC(=O)c2ccncc2)n1	-16.4	x	x	x	1.3	17.1	x
CCN(C/C=C/c1ccccc1OC)Cc1ccccc1	-3.2	u	2.0	-0.9	3.8	14.9	0.2
Cc1ccc(N(CC(O)CN2CCCCC2)S(=O)(=O)c2ccccc2)cc1 (stereo not drawn)	1.0	3.4	1.0	-10.0	-4.0	14.1	23.7
COc1ccc(NS(=O)(=O)c2ccc(C)c(C(=O)NCC(c3ccco3)N3CCCCC3)c2)cc1 (stereo not drawn)	5.7	3.6	1.4	-3.2	x	4.1	-8.6
O=C(O)CCC(NC(=O)C1CCCN1C(=O)OCc1ccccc1)C(=O)O (stereo not drawn)	10.8	7.2	-0.6	2.2	x	6.3	8.6
CCCC(=O)Nc1c2c(nn1-c1ccc([N+](=O)[O-])cc1)CS(=O)(=O)C2	2.9	-2.4	-0.5	-56.4	-7.4	-3.3	-7.4
CCC(=O)N[C@H]1C=C[C@H](CC(=O)OC)O[C@@H]1CO	9.0&0.1	0.1&-2.8	0.1&-0.9	3.3&1.7	-14.8[16.7 µM]	6.4&-23.4	7.3&15.4
Cc1ccccc1-c1ccc2c(c1)O[C@@H](CN(C)C(=O)c1ccccn1)[C@@H](C)CN([C@@H](C)CO)S2(=O)=O	-12.1	10.4	1.1	-3.6	0.7[16.7 µM]	4.6	-20.2
Cc1ccc(S(=O)(=O)N[C@@H]2CC[C@H](CC(=O)NCCc3ccncc3)O[C@@H]2CO)cc1	x	2.4	-1.7	-3.8	x	-9.2	16.0
CCC(CC)C1C(C#N)=C(N)Oc2cc(C)oc(=O)c21 (stereo not drawn)	x	1.9	-2.5	-15.2	x	x	-0.6
Cc1nc2sccn2c(=O)c1S(=O)(=O)N1CCN(c2ccc(F)cc2)CC1	x	5.0	-2.3	3.2	-7.9	7.8	-10.4
O=C(O)c1cc(O)c2c(c1)C(=O)c1cc(O)cc(O)c1C2=O	x	9.3	0.2	-1.5	-6.9	x	-3.5
CCCCC[C@H](O)/C=C/[C@@H]1[C@@H](C/C=C\CCCC(=O)O)[C@@H](O)C[C@H]1O	-6.0	-0.4	-1.8	-1.7	-16.0	-16.8	x

Three entries from above, ordered by their value in F508del corr, lowest first:
compound | F508del corr | miR122 inh | INS-1E GSIS act
CCC(CC)C1C(C#N)=C(N)Oc2cc(C)oc(=O)c21 (stereo not drawn) | -2.5 | x | -0.6
CCCCC[C@H](O)/C=C/[C@@H]1[C@@H](C/C=C\CCCC(=O)O)[C@@H](O)C[C@H]1O | -1.8 | -16.0 | x
O=C(O)c1cc(O)c2c(c1)C(=O)c1cc(O)cc(O)c1C2=O | 0.2 | -6.9 | -3.5

Taken from above.
EWS-Fli inh result of COc1cc([N+](=O)[O-])ccc1NC(=O)CCCOc1cc(C)ccc1C is entered as -4.5
DENV2 CPE rescue result of CCCC(=O)Nc1c2c(nn1-c1ccc([N+](=O)[O-])cc1)CS(=O)(=O)C2 is entered as -2.4

Additional compounds follow.
SMILES	FN deposition inh	DENV2 CPE rescue	F508del corr	EWS-Fli inh	miR122 inh	PAX8 inh HTS	INS-1E GSIS act
C[C@@H]1CCCCO[C@H](CN(C)C(=O)NC2CCCCC2)[C@@H](C)CN([C@H](C)CO)C(=O)c2cc(NS(=O)(=O)c3ccccc3)ccc2O1	4.4	-3.3	-1.9	-8.4	38.5[16.7 µM]	-7.5	-7.3
O=[N+]([O-])c1ccc(N(c2ccccc2)c2ccccc2)cc1	-3.4	x	x	x	-9.4	x	-5.4
CCCCCCn1nc(C(=O)N(CCOC)c2c(N)n(CCCC)c(=O)[nH]c2=O)c2ccccc2c1=O	-0.4	-3.0	-2.0	4.3	3.2	6.1	-19.9
Cc1ccc(C)c(N2CCN(C(=O)C3CCCN(S(=O)(=O)c4cnc[nH]4)C3)CC2)c1 (stereo not drawn)	0.1	6.2	1.9	-3.7	2.9	4.5	7.9
Cc1cnc(C(=O)OCC(=O)Nc2cc(Cl)cc(Cl)c2)cn1	x	5.0	-2.0	6.9	-10.1	x	-14.9
C[C@@H]1CN([C@@H](C)CO)C(=O)CCCn2cc(nn2)CO[C@H]1CN(C)Cc1cccnc1	9.1	1.0	-1.5	-1.3	1.8[16.7 µM]	x	-6.0
Cc1ccc(O)c(-c2cc(-c3cccc(Br)c3)n[nH]2)c1	36.8*	5.0	7.4	1.8	10.6	-13.1	-7.7
NC(=O)c1ccc(NC(=O)COc2ccc([N+](=O)[O-])cc2Cl)cc1	2.3	6.7	0.9	4.8	-0.9	-11.0	17.7
Cc1ccc(N=Nc2[nH]c3ccccc3c2O)cc1	-0.3	-1.6	x	x	13.8	-93.1	15.4
S=c1nc(NCCc2ccccc2Cl)c2ccccc2[nH]1	-3.2	-1.2	-0.6	-88.1	29.1	-46.8	-7.6
O=C(c1cc2ccccc2oc1=O)N(Cc1ccccc1)CC1CCCO1 (stereo not drawn)	5.3	x	x	x	22.4	-4.5	7.4
COc1ccc2c3c([nH]c2c1)[C@@H](CO)N(C(=O)Nc1ccc(F)cc1)CC31CN(C(=O)c2ccccc2F)C1	x	6.7	-0.2	-10.2	x	43.1	-1.9
C/C(Nc1ccccc1)=C(/C#N)C(N)=O	-7.7	x	x	x	-1.4	x	-8.2
O=C(C[C@H]1CC[C@@H]2[C@H](COC[C@@H](O)CN2S(=O)(=O)c2cccc(Cl)c2)O1)N1CCCCC1	-3.1	-7.2	2.0	-2.0	-2.6[16.7 µM]	8.1	3.4
CN(CC(=O)Nc1ccc(F)c(F)c1F)C(=O)CCN1C(=O)C2CCCCC2C1=O (stereo not drawn)	-5.7	-1.0	-1.6	1.5	1.8	-0.4	8.5
CCCNC(=O)[C@@H]1[C@@H](CO)[C@@H]2Cn3c(cccc3=O)[C@@H]2N1C(=O)C1CCC1	6.4	-4.4	-3.8	7.5	2.2[16.7 µM]	x	-3.0
O=C(COC(=O)CNC(=O)c1ccc(Cl)cc1Cl)NNC(=O)c1ccccc1	3.3	0.2	-1.3	0.3	x	-5.3	7.7
CCN(CC)Cc1c(O)ccc2c(C)c(CC(=O)OC)c(=O)oc12	3.9	x	x	x	28.3	4.8	x
C[C@@H]1CCCCO[C@H](CN(C)C(=O)Nc2ccc(F)cc2)[C@@H](C)CN([C@@H](C)CO)C(=O)c2cc(NS(=O)(=O)c3cccs3)ccc2O1	x	6.0	-0.3	26.1	x	-10.0	-5.2
CC(C)Nc1nnc(SC(C)C(=O)N(C)C2CCCCC2)s1 (stereo not drawn)	-2.1	-1.3	3.7	-3.0	x	-3.2	-4.3
COc1ccc(Oc2cnn(-c3ccccc3)c(=O)c2Br)cc1	x	-0.9	-0.7	4.5	x	27.0	-10.4
CC(=O)NCCC(=O)Nc1cc(S(=O)(=O)N2CCOCC2)ccc1Oc1ccccc1	7.5	5.5	1.4	4.7	-0.3	-1.1	0.7
COCCCn1c(C(=O)Nc2ccc3c(c2)OCO3)cc2c(=O)n3cccc(C)c3nc21	-3.8	0.1	1.6	24.2	2.9	1.8	-1.7
O=C(CCC(=O)OCC(F)(F)C(F)F)Nc1ccc(Cl)cc1	-1.3	x	x	x	-2.7	8.1	x
Cc1nnc(SCC(=O)N2CCCC(N3CCN(c4ccc(F)cc4)CC3)C2)o1 (stereo not drawn)	0.3	-7.1	-1.0	7.0	x	-10.9	11.7
SMILES	FN deposition inh	DENV2 CPE rescue	F508del corr	EWS-Fli inh	miR122 inh	PAX8 inh HTS	INS-1E GSIS act
CC1=C(C(=O)N2CCCCCC2)CC(CC(=O)NCCc2ccccn2)C(=O)N1Cc1ccc(C(C)(C)C)cc1 (stereo not drawn)	12.5	7.5	-1.9	-7.0	x	16.7	-40.6
CCOc1c(Br)cc(CNCc2cccs2)cc1OC	6.9	x	x	x	x	2.1	19.3
COc1ccccc1NC(C)C(=O)N/N=C/c1cccs1 (stereo not drawn)	12.3	-3.7	1.3	-0.5	x	0.2	4.9
Cc1noc(C)c1NC(=O)N(C)C[C@H]1OCCCC[C@@H](C)Oc2ccc(NC(=O)c3ccncc3)cc2C(=O)N([C@@H](C)CO)C[C@@H]1C	x	-1.0	-0.5	-2.3	-1.3[16.7 µM]	6.2	-0.1
COc1ccc(COC[C@]23Oc4ccccc4[C@H]([C@H]2COC(=O)c2ccc([N+](=O)[O-])cc2)N(C(=O)CC(C)=O)C(=O)N3C)cc1	x	-6.6	-2.8	11.1	x	17.4	x
CC(C)N(C(=O)COC(=O)CCC(=O)c1cccs1)c1ccccc1	7.5	-0.6	-1.5	-0.7	-8.7	5.0	x
COc1ccc(NS(=O)(=O)c2cc(NC(=O)Cc3cccs3)ccc2C)cc1	-6.3	x	x	10.3	x	11.6	x
CC(c1ccco1)N(C(=O)c1ccccc1NS(=O)(=O)c1cc([N+](=O)[O-])ccc1Cl)c1ccccn1 (stereo not drawn)	1.8	11.2	0.0	4.4	x	22.7	-21.8
CC(C)(C)[C@H]1COC(=O)[C@H](NC(=O)OCC2c3ccccc3-c3ccccc32)C/C=C\C[C@@H](CC(=O)N[C@@H](CO)Cc2ccccc2)C(=O)N1	-9.0	-1.0	-2.3	7.7	-5.2	7.0	-25.5
Cc1ccc(S(=O)(=O)Nc2ccc3c(c2)C(=O)N([C@@H](C)CO)C[C@@H](C)[C@@H](CN(C)Cc2ccc(C(F)(F)F)cc2)O3)cc1	-12.2	x	3.4	21.9	-7.5[16.7 µM]	15.8	-26.5
Cc1nnc(SCC(=O)NCC(=O)Nc2ccc(F)c(F)c2F)n1N	2.7	2.1	-5.9	-8.8	x	1.7	-7.8
COc1ccc(S(=O)(=O)N(C)C[C@@H]2Oc3c(NC(=O)Nc4ccc5c(c4)OCO5)cccc3C(=O)N([C@@H](C)CO)C[C@H]2C)cc1	x	-2.2	2.8	-6.7	-4.1[16.7 µM]	x	-5.7

Bioassay records (PubChem BioAssay)
